CHOP inh – inhibitors of CHOP induction in ER stress response | inhibition, % at 10 µM | CHO-K1 CHOP-promoter luciferase, tunicamycin-induced, 15-18 h | hit rate 3.8% among 220,000 | AID 2732;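 active = compounds that reduced the stress-induced luciferase reporter signal by more than about 70% of percent inhibition, limit read from the data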;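 note: 0% = tunicamycin plus vehicle and 100% = wells without tunicamycin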
TNF necrop inh – blocks TNF-alpha induced death of Jurkat FADD-/- cells | Jurkat FADD-/- TNF necroptosis rescue, ATP luminescence, 24 h; 0 = TNF only, 100 = no-TNF cells | activation (protection from cell death), % at 10 µM | hit rate 0.068% among 220,000;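 active = activation, meaning protection from cell death, of at least 50% relative to plate controls; inactive = activation below 50%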;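 note: necroptosis triggered by 40 ng/mL TNF-alpha added together with compound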
p47phox inh – p47phox (human) inhibition; p47phox/p22phox peptide binding, fluorescence polarization, 2 h; inhibition, % at 24.7 µM; hit rate 0.53% among 220,000; AID 1274;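 active = inhibition above about 30%, limit read from the data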;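 note: 0% = p47phox with labelled peptide and 100% = labelled peptide alone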
TRPN1 ag – agonists of zebrafish TRPN1 channel; HEK293 zebrafish TRPN1-YFP, Fluo-8 calcium fluorescence; 100% = response to 87 µM carbachol; activation, % at 3 µM; hit rate 0.18% among 220,000; AID 1424;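 active = activation above its plate's cutoff, the mean activation of test wells on that plate plus 3 SD, cut at about 19% in these data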;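 note: 0% = DMSO alone and 100% = 87 µM carbachol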
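Material: zebrafish TRPN1-YFP in HEK293 cells; Doses: single test compound dose, 3 µM nominal, 0.3% DMSO; Timing: dye loading 1 h at 37 °C, then 30 min room temperature; Technique: intracellular calcium fluorescence with Fluo-8; Benchmarks: high carbachol 87 µM, low DMSO alone.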
PPC-1+TRAIL kill – compounds killing PPC-1 cancer cells with TRAIL present (potentiator screen, no TRAIL-free arm); AID 1443; PPC-1 cells + TRAIL, ATPLite viability luminescence; cell killing (% activity), % at 4 µM; hit rate 0.41% among 220,000;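 active = cell killing above 50% in the first pass at 4 µM, then a duplicate retest at 5 µM averaging 50% or more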;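 note: plate controls were cells with TRAIL plus DMSO for no effect and medium-only wells lacking cells for full effect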
Runt-SMMHC FRET – Runt domain-CBFb-SMMHC interaction inhibition; Cerulean-Runt/Venus-CBFb-SMMHC FRET ratio 530/480, 1 h; inhibition, % at 20 µM; hit rate 0.74% among 220,000; Q01196+Q13951;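 active = mean inhibition across duplicate retests at 20 µM reaching about 50%, limit read from the data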;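 note: 0% = DMSO wells and 100% = wells with excess untagged CBFb-SMMHC; inhibitors lower the FRET ratio by blocking Runt binding to CBFb-SMMHC; some results filed as inactive read as strong as hits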
Target sequence (Q01196 whole entry, looked up, the tested form may be a part): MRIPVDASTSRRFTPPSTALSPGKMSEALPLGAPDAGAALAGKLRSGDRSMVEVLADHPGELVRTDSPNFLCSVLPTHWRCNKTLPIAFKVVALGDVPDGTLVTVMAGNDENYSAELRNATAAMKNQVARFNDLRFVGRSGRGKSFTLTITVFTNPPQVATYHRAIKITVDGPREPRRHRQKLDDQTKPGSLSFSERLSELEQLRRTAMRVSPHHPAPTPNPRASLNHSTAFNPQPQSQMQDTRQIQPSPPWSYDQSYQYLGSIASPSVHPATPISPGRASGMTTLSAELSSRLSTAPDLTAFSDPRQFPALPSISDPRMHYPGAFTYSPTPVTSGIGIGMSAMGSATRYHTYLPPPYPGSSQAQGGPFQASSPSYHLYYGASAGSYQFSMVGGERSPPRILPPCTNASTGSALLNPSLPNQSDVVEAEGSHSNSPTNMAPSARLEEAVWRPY
Target sequence (Q13951 whole entry, looked up, the tested form may be a part): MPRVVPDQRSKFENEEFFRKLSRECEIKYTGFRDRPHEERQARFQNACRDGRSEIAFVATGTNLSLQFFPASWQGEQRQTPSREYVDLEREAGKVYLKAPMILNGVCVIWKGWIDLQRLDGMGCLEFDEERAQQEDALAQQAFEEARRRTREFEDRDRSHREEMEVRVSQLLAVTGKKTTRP
MDM2 E3 inh – inhibitors of human Mdm2 E3 ubiquitin ligase | hit rate 0.11% among 210,000 | cell-based MDM2 ubiquitination luciferase reporter, 2 h; 0 = plate control, 100 = twice control, blank-subtracted | signal enhancement, % at 5 µM | Q00987;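 active = signal enhancement of 30% or more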;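 note: luminescence tracks abundance of the self-degrading MDM2-luciferase fusion protein; higher signal means inhibition of MDM2 E3 ligase activity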
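test system = mammalian cells stably expressing self-ubiquitinating, self-degrading MDM2 E3–luciferase fusion | quantity = 2000 cells/well | incubation = cell settling 4 h, compound treatment 2 h, both 37 °C | signal = luminescence with SteadyLite reagent, 15 min at room temperature | evaluation = % enhancement relative to plate controls after blank subtraction | benchmarks = plate controls and plate blanks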
TRPML3 ag – human mucolipin-3 channel agonism; HEK293 TRPML3-YFP, Fluo-8 calcium fluorescence; 100% = the carbachol control signal; activation, % at 3 µM; Q8TDD5; hit rate 0.29% among 220,000;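 active = activation above its plate's cutoff, the mean activation of the plate's test wells plus 3 SD, cut at about 12% in these data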;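 note: 0% = DMSO only wells and 100% = carbachol wells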
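system = HEK293 cells stably carrying human TRPML3-YFP | doses = one concentration, 3 µM nominal, 0.3% DMSO | timing = dye loading 1 h 37 °C then 30 min ambient, 125 s read | detection = Fluo-8 calcium dye fluorescence, ex 470-495, em 515-575 nm | benchmarks = high control carbachol 87 µM, low control DMSO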
EBV gp42 inh – EBV gp42 inhibition | Fluorescence polarization binding assay, mP read-out | AID 1085 | inhibition, % (tested at 21.74 µM) | Q1HVG2 | hit rate 0.42% among 220,000; in the data active = inhibition above about 50%
Target sequence (Q1HVG2 whole entry, looked up): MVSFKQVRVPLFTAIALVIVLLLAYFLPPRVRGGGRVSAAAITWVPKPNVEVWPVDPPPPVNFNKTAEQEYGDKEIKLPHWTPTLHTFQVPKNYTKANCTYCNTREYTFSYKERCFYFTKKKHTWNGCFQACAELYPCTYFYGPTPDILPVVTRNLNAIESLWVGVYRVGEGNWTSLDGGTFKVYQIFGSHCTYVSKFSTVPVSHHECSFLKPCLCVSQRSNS
* hit, by the source's call; / = no result given; [ ] = remark or other dose.

SMILES	CHOP inh	TNF necrop inh	p47phox inh	TRPN1 ag	PPC-1+TRAIL kill	Runt-SMMHC FRET	MDM2 E3 inh	TRPML3 ag	EBV gp42 inh
CCOC(=O)C(O)(CCC(O)(C(=O)OCC)C(=O)OCC)C(=O)OCC	-5	-0.2	-16	-0.6	6	2	-5	0.5	-25
Cc1noc(C)c1COC(=O)c1ccc(N(C)C)cc1	-6	-0.5	-11	-0.9	-6	0	-3	0.1	-9
Cc1ccccc1N(CC(=O)N1CCOCC1)S(C)(=O)=O	-3	-0.5	-11	1.5	/	/	1	0.7	-12
Cc1ccc(-c2cc(N)on2)cc1	-3	0.5	-30	0.5	9	-2	-6	0.7	-14
CCOC(=O)C1(C)NC(c2ccco2)C2C(=O)N(c3ccccc3)C(=O)C21 (centres undefined)	-19	-0.4	-6	0.3	1	2	-3	-0.2	-11
O=C(Nc1cccc(O)c1)c1ccc(C(=O)c2ccccc2)o1	-16	2.1	10	1.4	31[5 µM]	-1	-30	1.6	6
CCCCn1c(SCC(=O)N2CCCCC2)nc2cc(S(N)(=O)=O)ccc21	-25	-1.5	0	1.1	24	-8	-8	0.7	-33
CCOc1cc(N2CCOCC2)c(OCC)cc1NC(=O)Cc1cn2ccsc2n1	7	-3.1	6	1.2	-17	5	-36	0.7	-9
COc1cccc(N2C(=O)CC(NNC(=O)c3cccs3)C2=O)c1 (centres undefined)	13	0.9	-11	-0.4	3	-6	-9	0.6	-4
CCC1Nc2ccccc2-c2nnc(SC)nc2O1 (centres undefined)	-10	-0.6	-3	1.4	17	-2	-14	0.1	-12
Cc1cc(O)ccc1-c1cnc2ccccc2n1	33	-1.8	1	-1.9	14	0	-17	-0.6	-10
Cc1oc2ccc(NS(=O)(=O)c3cccc4cccnc34)cc2c1C(=O)OC(C)C	45	2.1	1	1.2	-5	0	-7	0.0	6
CC1=C(C#N)C(c2cccnc2)C2=C(CC(C)(C)CC2=O)N1 (centres undefined)	1	1.2	-2	0.2	5	26	0	0.6	-13
Cc1nc2c(ccc3nc(NC(=O)C(c4ccccc4)c4ccccc4)sc32)s1	68	-1.7	-22	-1.4	21	2	/	1.0	3
Cc1cccc(N(CC(=O)NC(C)C)C(=O)c2ccc(N3CCCC3)nc2)c1	9	0.9	-5	0.6	11	-4	-5	0.8	0
CCNc1nc(C)c(CN(C(C)=O)c2ccccc2)nc1C#N	44	1.7	2	-0.1	19	91*	-7	0.1	-10
O=C(CCCC(=O)N(CC(=O)NC1CCCCC1)Cc1ccccc1)Nc1ccccn1	8	1.3	5	-1.2	25	-4	-10	-0.8	-12
Cc1cc(C)nc(N/N=C/C2=C(O)CC(c3ccc(F)cc3)CC2=O)n1 (centres undefined)	75*	-13	0	0.1	38	-1	-6	0.5	-15
O=C(OCC(=O)N1CCc2ccccc2C1)c1cccc([N+](=O)[O-])c1	4	0.4	-5	-0.3	-14	2	-15	-0.4	-7
Cc1ccc(S(=O)(=O)N(C)C)cc1NC(=O)c1c(-c2c(F)cccc2Cl)noc1C	62	0.1	0	-1.1	18	3	-5	0.1	-1
ONC(=Nc1ccc(Cl)cc1)c1ccc(Cl)cc1	36	-4.8	-11	0.3	-10	1	-8	0.2	-19
c1ccc2nc(N3CCOCC3)c(N3CCOCC3)nc2c1	0	0.0	-16	1.9	1	3	-18	0.3	4
Cc1cccc(C(=O)N2CCN(c3ncnc4c3cnn4-c3ccccc3)CC2)c1	12	-3.7	-13	-0.8	1	3	3	0.2	-10
COc1cc(CN2CCN(c3cccc(Cl)c3)CC2)cc(OC)c1OC	/	-1.1	-4	-0.7	2	0	2	-0.7	-5
CSc1ccccc1NC(=O)c1c(C)noc1C	-54	-2.2	-4	0.1	1	-3	10	0.0	-5
COc1ccc(N2CCN(C(=O)CCCn3c(=S)[nH]c4cc5c(cc4c3=O)OCO5)CC2)cc1	45	-1.7	5	-1.3	-12	0	-13	-0.5	-4
Cc1c(Cl)cccc1NC(=O)Cn1nnc(C(=O)NCc2cccs2)c1N	37	0.4	-26	0.4	4	0	9	1.6	-14
COc1ccc(-c2ccc([C@H]3[C@@H]4C=CCC[C@@]4(C)C(=O)N3Cc3ccccc3)c(F)c2)cc1OC	-6	3.7	-2	/	18	-5	11	/	-24
CCOC(=O)Cc1csc(SCC(=O)Nc2cc(C)ccc2OC)n1	-6	-2.4	-12	-0.1	18	0	-15	0.7	-4
COc1cc(/C=N/NC(=O)COc2ccc(-n3cnnn3)cc2)ccc1OCC(N)=O	0	0.2	2	0.5	-9	0	-2	1.4	-4
O=C(NNC(=O)c1cccc2ccccc12)c1ccc2c(c1)OCO2	-12	1.6	-1	-0.5	11	4	-13	0.5	-8
CCCCCc1ccc(CC(=O)O)cc1	10	-0.7	-12	3.1	13	-1	-9	0.6	-1
Cc1cc(=O)[nH]c(=S)n1-c1ccccc1	18	0.6	5	1.1	16	-2	1	1.2	-19
Cc1ccc(NCC(=O)N/N=C\c2cccc(O)c2)cc1	-7	-2.0	0	1.1	-1	1	-17	0.8	-14
CCOC(=O)C1CCN(c2ccc(C(N)=O)cc2[N+](=O)[O-])CC1	16	1.4	-7	0.7	-7	-3	-12	0.6	2
O=Cc1cccn1-c1sc2c(c1C(=O)O)CCCC2	27	1.3	-11	0.7	18	-4	3	1.4	-4
CC(C)C(=O)NC(c1ccccc1Cl)c1c(O)ccc2ccccc12 (centres undefined)	59	-5.5	-7	-2.7	12	0	-2	-1.7	3
COC(=O)c1c(N)sc(C(=O)N2CCOCC2)c1C	-11	-0.8	-25	0.1	25	1	-23	0.1	0
COc1cccc2[nH]c3c(N4CCCCC4)ncnc3c12	-2	4.5	-11	-0.3	18	-7	/	-0.8	7
Cn1c(CNC(=O)Cc2ccc3c(c2)OCO3)nnc1SCc1ccccc1	1	0.3	-11	-0.2	-11[5 µM]	1	-19	1.0	-16
Cc1cc(Oc2ccc(N)cn2)cc(C)c1Cl	6	-21	-8	0.7	5	2	-2	1.0	2
CCOC(=O)Cc1csc(NC(=O)/C=C/c2ccc(Cl)cc2)n1	-3	-6.5	-16	10	14	-4	/	3.8	-11
CCOC(=O)C(CC)(CCC(=O)OC)c1csc(Nc2ccccc2O)n1 (centres undefined)	19	0.6	-5	0.6	12	-1	-13	-1.2	-11
Cc1ccnc(NC(=O)C2(c3cccs3)CCOCC2)c1	2	1.3	-12	-0.4	33	6	-13	0.9	-12
CCOC(=O)C1CCN(S(=O)(=O)c2cnc[nH]2)CC1	5	2.1	-4	-0.3	6	3	-17	1.0	6
COc1ccc2c(=O)c3c(=O)n(Cc4ccco4)c(-c4ccc(C)cc4)nc3oc2c1	34	-0.7	-14	-0.3	6	20	-9	0.3	-13
O=C(Nc1ccccc1)c1ccc(S(=O)(=O)N2CCCC2)cc1	-15	3.7	2	0.8	-4	-1	-12	1.1	-15
O=C(NCCc1ccccn1)c1cccc(S(=O)(=O)N2CCCCCC2)c1	3	-1.0	1	0.5	-11	-2	-21	0.8	10
COc1ccc(C)cc1N(CC(=O)O)S(=O)(=O)c1ccc(C)cc1	10	-0.8	-9	-0.5	33	0	-15	-0.5	-1
Cn1cc([N+](=O)[O-])c(C(=O)Nc2ccc(C3CCCCC3)cc2)n1	13	1.9	-1	0.1	46	-3	-4	0.4	0
Cc1cc(=O)oc(C)c1C(=O)NCc1ccc(F)cc1	-5	1.9	6	0.3	-11	-10	-5	0.2	0
c1cncc(-c2noc(C34CC5CC(CC(C5)C3)C4)n2)c1	12	-2.3	-8	-0.7	-5	-5	1	0.4	0
O=C(Nc1cc(Cl)ccc1Cl)c1ccc(OC(=O)c2ccco2)cc1	44	-7.9	-7	-0.3	-11	-4	-20	0.9	-14
COc1ccc(C2c3ccc(O)cc3Oc3ncn4nc(-c5ccco5)nc4c32)cc1OC (centres undefined)	-1	-3.3	2	-1.3	13	6	-6	-0.2	8
CC1=C(c2ccc(C)cc2)[N+](=O)C(C)(C)N1[O-]	-11	1.3	-14	-0.1	/	/	-25	0.2	-12
CCCNS(=O)(=O)/C=C/c1ccccc1	6	0.1	-8	-0.6	18	-2	-12	-0.3	-12

Reprinted from the part before: two compounds, followed by the next part.
SMILES	CHOP inh	TNF necrop inh	p47phox inh	TRPN1 ag	PPC-1+TRAIL kill	Runt-SMMHC FRET	MDM2 E3 inh	TRPML3 ag	EBV gp42 inh
CC1=C(c2ccc(C)cc2)[N+](=O)C(C)(C)N1[O-]	-11	1.3	-14	-0.1	/	/	-25	0.2	-12
CCCNS(=O)(=O)/C=C/c1ccccc1	6	0.1	-8	-0.6	18	-2	-12	-0.3	-12
CCc1ccc2nc(N3C(=O)c4oc5ccccc5c(=O)c4C3c3ccc(OC)c(OC)c3)sc2c1 (centres undefined)	5	1.4	38*	0.2	6	-10	-17	0.4	12
Cc1ccc(Nc2nc3nonc3[nH]c2=O)cc1Cl	14	-4.6	-16	5.5	14	1	-14	1.6	2
Cc1cc(NC(=O)CSc2nnc(NC(=O)C3CC(=O)N(c4ccccc4C)C3)s2)no1 (centres undefined)	29	1.7	-15	-1.6	21	-7	-8	0.3	-18
CC(=O)NS(=O)(=O)c1ccc(N=NN2CCCCCC2)cc1	-18	1.1	0	-0.9	-2	4	-23	0.7	-27
CCOc1ccc(-n2c(Cc3cc(=O)[nH]c(=O)[nH]3)nnc2SCC(N)=O)cc1	-16	-1.1	-2	2.0	-18	-1	-18	0.2	-17
CCCOc1ccc(/C=C/C(=O)Nc2ccc([N+](=O)[O-])cc2C)cc1	13	-3.5	-14	0.2	10	0	-11	0.2	-9
O=C1c2ccc(Oc3ccc4c(c3)C(=O)N(CCCO)C4=O)cc2C(=O)N1CCCO	25	-3.8	-5	1.9	22	-7	-11	1.6	-9
Clc1ccc(COn2c(-c3ccc(Cl)cc3)nc3ccccc32)cc1	54	-6.6	-11	1.1	2	3	-10	-0.5	6
CCCCn1c(CN(C)Cc2ccccc2)nc2c1c(=O)n(C)c(=O)n2C	/	-5.6	-9	-0.5	11	-2	10	-0.4	-12
COC(=O)[C@H](CCSC)NC(=O)Nc1ccc(C(C)=O)cc1	2	-0.3	-5	-0.1	-6	-2	-8	0.2	-6
CCOC(=O)C1CCN(C(=O)c2cccnc2Oc2ccc(Cl)cc2)CC1	1	0.1	1	4.2	13	2	-4	2.4	1
CCCCCC(=O)N/N=C(\C)c1ccccn1	29	-11	-4	1.9	7	2	1	-0.7	-13

Source: PubChem (several laboratories)
